# MC4R antagonist = MC4R antagonists of cAMP signaling, primary screen, cell-based, TR-FRET, antagonist arm of biased-ligand search; AID 540295, 2011; 360,000 compounds, 0.48% hits; MC4R-expressing cells, MTII-stimulated cAMP, LANCE TR-FRET; inhibition, % at 6.5 µM;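 active = inhibition above its plate's cutoff, the mean of tested wells on that plate plus 3 SD, cut at about 29% in these data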;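 note: 0% = Melanotan II alone and 100% = Melanotan II plus saturating MCL0020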
# Target sequence (P32245 whole entry, looked up): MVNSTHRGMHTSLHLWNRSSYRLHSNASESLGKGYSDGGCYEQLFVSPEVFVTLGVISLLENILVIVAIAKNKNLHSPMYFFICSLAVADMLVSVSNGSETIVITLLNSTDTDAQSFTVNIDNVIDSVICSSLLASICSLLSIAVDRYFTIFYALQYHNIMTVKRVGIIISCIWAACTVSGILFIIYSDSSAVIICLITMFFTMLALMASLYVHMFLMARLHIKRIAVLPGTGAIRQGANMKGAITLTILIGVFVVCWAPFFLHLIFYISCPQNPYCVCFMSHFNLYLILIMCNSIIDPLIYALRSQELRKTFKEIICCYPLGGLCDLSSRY
#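 System: U2OS-MC4R stable cell line; Technique: Eu-cAMP/anti-cAMP TR-FRET, emission 671 nm; Repeats: single well per compound; Also added: Melanotan II; Dosing: one concentration, 6.5 µM nominal; Schedule: 30-min compound, 1-h challenge, 1-h detection, room temperature.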
# Vif imaging = HIV Vif self-association inhibitors, primary screen, imaging, HEK293T, single point; HEK293T cells, Vif self-association by quenched fluorescence, 24 h; 340,000 compounds, 0.35% hits; inhibition, % at 7.49 µM; in the data active = inhibition above about 50%, passing the limit was not always enough; note: some results filed as inactive read as strong as hits
# CaV13 ICDI inh = Disruptors of the CACNA1D IQ motif to Ca2+-dependent inactivation inhibitor domain association, primary screening, Förster resonance energy transfer in intact living …; 340,000 compounds, 0.098% hits; inhibition, % at 12.3 µM; HEK cells, CFP/YFP FRET ICDI-IQ, plate reader, 10 min; percent FRET-ratio fall versus neutral wells; AID 743397;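 active = mean replicate inhibition of at least 30% and at least 1% of replicates passing that level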;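 note: 0% = median of the neutral control wells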
# aDG glyco act = activators of alpha-DG glycosylation, primary screen, uHTS, Pro5-aDG cells, AlphaScreen; alpha-DG glycosylation AlphaScreen (IIH6); 0% Pro5, 100% B10-LARGE cell signal; activation, % at 10 µM; 360,000 compounds, 0.22% hits; AID 624168, 2012;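 active = activation of at least 8% versus controls, or a plate z-score of at least 8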;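 note: Pro5 are CHO cells carrying HIG-tagged alpha-DG that lacks glycosylation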
# m5-HT2A agonist = mouse Htr2a agonists via beta-arrestin recruitment, primary screen, cell-based, luminescence | CHO-K1 mHTR2A beta-arrestin complementation; percent of 30 µM serotonin response | 5-hydroxytryptamine receptor 2A (Mus musculus), P35363 | activation, % at 7.6 µM | 360,000 compounds, 0.66% hits | AID 624169, 2012;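 active = activation above a run cutoff, the mean activation of all tested compounds plus 3 SD, cut at about 14% in these data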;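 note: 0% = plate median of compound wells and 100% = 30 µM serotonin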
# ABCB6 inh 2 = ABCB6 transporter inhibitors, primary screen, K562-ABCB6 cells, flow cytometry, MLPCN library. AID 602162, 2011. ATP-binding cassette sub-family B member 6 (Homo sapiens), Q9NP58. fluorescence ratio to DMSO, % at 10 µM. K562-ABCB6 porphyrin accumulation, 1 h; hits give low values. 360,000 compounds, 0.19% hits;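 active = fluorescence ratio to DMSO below 75%, the collection mean minus 3 SD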;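 note: signal is porphyrin accumulated inside mitochondria; 100% equals median channel fluorescence of DMSO control wells; lower ratio means ABCB6 inhibition with less porphyrin fluorescence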
# MC4R barr agon = MC4R agonists recruiting beta-arrestin, primary screen, cell-based, luminescence, agonist arm of biased-ligand search; Melanocortin receptor 4 (Homo sapiens), P32245; U2OS MC4R beta-arrestin complementation; percent of melanotan II response, DMSO zero; activation, % at 8.9 µM; 360,000 compounds, 0.98% hits; AID 540308, 2011;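 active = activation above a per-plate cutoff, the mean activation of sample wells on that plate plus 3 SD, cut at about 8% in these data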
# PDI inh = inhibitors of human PDI, primary screen, biochemical, turbidity, single point, plate reader; Protein disulfide-isomerase (Homo sapiens), P07237; PDI insulin aggregation turbidity, A650, 90 min; inhibition, % at 10 µM; 350,000 compounds, 0.052% hits; AID 588391, 2011;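 active = mean inhibition across replicates of 30% or more, whatever share of single replicates reach that level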;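 note: absorbance from insulin aggregation driven by PDI reduction with DTT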
# H9c2 protect = cardioprotection against H2O2-induced cell death, primary screen, uHTS, H9c2 cells, ATPLite luminescence | H9c2 cardiomyocytes, H2O2 injury protection, 2 h | protection from H2O2 cell death, % at 20 µM | 360,000 compounds, 0.63% hits;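 active = compounds giving at least 50% protection of heart cells from peroxide-induced death in the single-dose screen, raw or plate-pattern-corrected value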;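 note: 0% = DMSO wells with peroxide and 100% = DMSO wells without peroxide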
# N-glyco inh = increase of ERlucT glycosylation luciferase signal, primary screen, N-linked glycosylation inhibitor project, D54 ERlucT cells, luminescence, set 2; D54 ERlucT glycosylation luciferase reporter, 24 h; percent of 100 nM tunicamycin response; reporter increase, % at 12.5 µM; 360,000 compounds, 0.23% hits; AID 588692, 2011;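 active = mean luciferase reporter signal, scaled so untreated is 0 and the glycosylation-blocking control 100, at or above a set limit in every replicate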;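 note: luciferase carries N-glycosylation sites so blocking glycosylation raises the light; 0% = median of neutral control wells and 100% = median of 100 nM tunicamycin wells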
# * hit, by the source's call; · = no result given.
SMILES,MC4R antagonist,Vif imaging,CaV13 ICDI inh,aDG glyco act,m5-HT2A agonist,ABCB6 inh 2,MC4R barr agon,PDI inh,H9c2 protect,N-glyco inh
N#Cc1ccc(S(=O)(=O)NC2CCCCNC2=O)cc1 (stereo unspecified),0,-3,-4,0.0,3,102,-0.9,2,-1,0
c1ccc(OCCOc2ncnc3ccccc23)cc1,10,-19,-1,0.0,0,93,-2.4,-2,10,0
O=C(CSc1ccc2nnc(-c3ccncc3)n2n1)Nc1nccs1,4,-2,-3,0.0,0,106,-1.9,-26,4,0
CC(C)CNC(=O)COc1ccc2c3c(c(=O)oc2c1)CCC3,6,-1,-8,0.5,2,103,-1.0,2,8,2
Nc1[nH]c(C(=O)c2ccccc2)c(-c2cccnc2)c1C(=O)NC1CCCCC1,·,·,-5,0.4,1,95,·,·,·,·
COc1ccc(C2=NNC(=O)CC2)cc1,-4,-3,6,-0.5,2,92,2.7,-10,8,2
Cc1ncc(CO)c2c1Oc1nc(-c3ccccc3)nc(SCC(=O)Nc3cccc(O)c3)c1C2,7,-9,-7,-0.1,-4,94,0.6,21,63*,-1
O=C(NNC(=S)NCC1CCCO1)c1cccc(S(=O)(=O)N2CCOCC2)c1 (stereo unspecified),17,-3,5,0.1,2,98,-1.2,-4,0,2
CSc1nc(Oc2ccc(C)cc2)cc(C(F)(F)F)n1,8,2,-2,-0.1,4,94,0.6,-4,-5,0
CC(=O)c1nc(N2C(=O)CC(Cc3ccccc3)C2=O)sc1C (stereo unspecified),23,-3,-3,-0.1,0,96,-1.4,11,9,3
C=CCc1ccc(OCCCCN2CC(C)OC(C)C2)c(OC)c1 (stereo unspecified),-1,-6,-7,0.4,-3,96,-0.8,1,3,-2
O=C(NCCN1CCCCC1)c1ccc(F)cc1Cl,20,-6,3,0.0,-5,91,0.4,7,8,1
O=C(O)CC/C(=C\c1ccc2c(c1)OCO2)c1nc2ccccc2s1,-2,3,-5,0.1,-2,97,0.7,-3,2,-1
O=C(O)C1CC(=O)N(c2ccc(OCc3ccccc3Cl)cc2)C1 (stereo unspecified),0,13,·,-0.1,5,99,-1.8,-2,1,1
CC(=O)N1CCSc2ccc(S(=O)(=O)N3CCC(C)CC3)cc21,3,-20,-3,0.0,3,102,-2.7,-1,-10,-1
CCN1/C(=C2\C(=O)N(C)C(=S)N2c2ccccc2)C=Cc2ccccc21,-12,-7,-6,0.0,-1,101,-1.4,3,-4,-1
Cc1ccc(S(=O)(=O)N(CC(=O)N2CCOCC2)C2CCCCC2)cc1,8,-9,-4,0.4,0,91,-0.5,3,0,0
COc1ccc(CNC(=O)c2oc3ccc(S(=O)(=O)N4CCOCC4)cc3c2C)cc1,32*,12,-2,-0.3,-7,98,0.7,-2,12,-2
CCC(C)(C)NC(=O)Cn1c(-c2ccc(C)cc2)noc1=O,11,0,-4,0.2,0,94,-0.1,5,0,1
Cc1cc(=O)oc2cc(OCC(=O)OCC(=O)NCCc3ccccc3)ccc12,-5,2,-3,-0.1,2,97,-0.2,1,18,1
Cc1ccc(S(=O)(=O)N(C)CCCC(=O)NC(C)(C)C)cc1,-16,·,-5,-0.1,0,94,-0.2,-6,4,3
CSC1=C(C#N)C(c2ccccc2)C(C(C)=O)=C(C)N1 (stereo unspecified),12,0,-4,0.0,0,95,-3.2,9,5,1
COc1ccc(CNc2nn[nH]n2)cc1OC,10,-7,-7,0.2,0,103,-0.7,0,2,1
CC(=O)c1cccc(NC(=S)NCCc2ccc(F)cc2)c1,2,4,-5,-0.1,3,95,-3.2,4,-8,-4
O=C(O)c1cccc(CSc2nnc(COc3ccccc3)o2)c1,-1,14,-1,-0.1,2,98,0.5,-8,3,-1

# 13 entries from above, sorted by heavy-atom count, descending.
SMILES,MC4R antagonist,Vif imaging,CaV13 ICDI inh,aDG glyco act,m5-HT2A agonist,ABCB6 inh 2,MC4R barr agon,PDI inh,H9c2 protect,N-glyco inh
Cc1ncc(CO)c2c1Oc1nc(-c3ccccc3)nc(SCC(=O)Nc3cccc(O)c3)c1C2,7,-9,-7,-0.1,-4,94,0.6,21,63*,-1
COc1ccc(CNC(=O)c2oc3ccc(S(=O)(=O)N4CCOCC4)cc3c2C)cc1,32*,12,-2,-0.3,-7,98,0.7,-2,12,-2
Cc1cc(=O)oc2cc(OCC(=O)OCC(=O)NCCc3ccccc3)ccc12,-5,2,-3,-0.1,2,97,-0.2,1,18,1
O=C(NNC(=S)NCC1CCCO1)c1cccc(S(=O)(=O)N2CCOCC2)c1 (stereo unspecified),17,-3,5,0.1,2,98,-1.2,-4,0,2
Cc1ccc(S(=O)(=O)N(CC(=O)N2CCOCC2)C2CCCCC2)cc1,8,-9,-4,0.4,0,91,-0.5,3,0,0
O=C(CSc1ccc2nnc(-c3ccncc3)n2n1)Nc1nccs1,4,-2,-3,0.0,0,106,-1.9,-26,4,0
O=C(O)c1cccc(CSc2nnc(COc3ccccc3)o2)c1,-1,14,-1,-0.1,2,98,0.5,-8,3,-1
CC(C)CNC(=O)COc1ccc2c3c(c(=O)oc2c1)CCC3,6,-1,-8,0.5,2,103,-1.0,2,8,2
CC(=O)c1cccc(NC(=S)NCCc2ccc(F)cc2)c1,2,4,-5,-0.1,3,95,-3.2,4,-8,-4
CSC1=C(C#N)C(c2ccccc2)C(C(C)=O)=C(C)N1 (stereo unspecified),12,0,-4,0.0,0,95,-3.2,9,5,1
O=C(NCCN1CCCCC1)c1ccc(F)cc1Cl,20,-6,3,0.0,-5,91,0.4,7,8,1
COc1ccc(CNc2nn[nH]n2)cc1OC,10,-7,-7,0.2,0,103,-0.7,0,2,1
COc1ccc(C2=NNC(=O)CC2)cc1,-4,-3,6,-0.5,2,92,2.7,-10,8,2

# Some values from the entries so far.
# Under CaV13 ICDI inh, CSC1=C(C#N)C(c2ccccc2)C(C(C)=O)=C(C)N1 (stereo unspecified) is listed with -4
# Under MC4R barr agon, O=C(O)CC/C(=C\c1ccc2c(c1)OCO2)c1nc2ccccc2s1 is listed with 0.7

# Bioassay records deposited in PubChem by several laboratories.
